Bioassay records: PubChem, National Center for Advancing Translational Sciences (NCATS)
ERK EGF inh = EGF-driven ERK pathway inhibition; HEK293-V1b, EGF-stimulated phospho-ERK AlphaScreen; Potency, µM (doses to about 11.5 µM), without a hit: at the top dose activity change, negative = inhibition, usual class: inhibitors; actives 0.41% (n = 130,000); AID 1454; active = well fitted inhibition curve with a large enough effect; inconclusive = small, poorly fitted or top-dose-only effect, or effect the other way;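 note: plate controls were stimulated vehicle wells for no effect and unstimulated vehicle basal for full effect; nearly all actives have a fitted effect of over 55% in size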
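Stably V1b-transfected HEK293 cells; 30 min compound, then EGF 25 nM final for 5 min at 37C; 10 min lysis; phospho-ERK by AlphaScreen after 5 hr beads at room temperature.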
* = called active by the depositor; ? = inconclusive; & = joins results of further samples; [ ] = dose if it differs, or a comment. Potency is the fitted concentration of half-maximal effect. These rows are one share of the data; rates above refer to the full screens.

SMILES	ERK EGF inh
NC(=O)C1(N2CCCCC2)CCN(Cc2ccc(Br)cc2)CC1	-5%[57.5 µM]
COC(C(=O)Nc1ccc(S(=O)(=O)Nc2ccc(C)c(C)c2)cc1)c1ccccc1 (centres undefined)	2%
O=c1cc(CS(=O)(=O)c2ccccc2)nc(-c2ccncc2)[nH]1	-14%
CCN(CC)CCCNC(=O)CSc1nc(-c2cccs2)cc(C(F)(F)F)n1	2%
COc1ccccc1CNC(=O)c1cccc(C)c1[N+](=O)[O-]	2%
COc1ccc(Br)cc1CN(C)C(C)C(=O)Nc1cccc(C(C)=O)c1 (centres undefined)	-2%
O=C(O)CN(CCN(CC(=O)O)CC(=O)O)CC(=O)O	15%
CCOC(=O)c1nc(C)sc1-c1ccnn1S(=O)(=O)c1cccc(Cl)c1	6%[57.5 µM]
COc1ccc(CCCc2nnc(SCc3nc4ccccc4c(=O)[nH]3)n2C)c(C)c1	-10%[57.5 µM]
COC(=O)/C=C1/S/C(=N/N=C/c2ccco2)NC1=O	-5%[57.5 µM]
CCn1c2ccc(F)cc2c2nnc(NN)nc21	3%
O=C(NC1CCCC1)C1CCCN1C(=O)Oc1ccccc1 (centres undefined)	?
CCCc1nc2c(c(=O)c3ccccc3n2C)c(=O)n1-c1cc(C)cc(C)c1	3%[57.5 µM]
COc1ccc(/C=C/C(=O)OCC(=O)c2ccc3c(c2)NC(=O)CO3)c(OC)c1	4%[57.5 µM]
OC(c1ccccn1)(c1ccccn1)c1ccccn1	23%
COc1ccc(OC)c(-n2c(SCC(=O)N3CCc4ccccc43)nc3c(c2=O)SCC3)c1	2%
CC1CCN(S(=O)(=O)N2CCC(C(=O)NCCC3=CCCCC3)CC2)CC1	-5%
CCOC(=O)c1c(C)[nH]c(C(=O)COC(=O)CCSc2ccccc2)c1C	1%
Cc1cccc(-n2nnc3c(=O)n(CC(=O)Nc4cc(C)on4)cnc32)c1	-16%
Nc1ccc(C(=O)NCc2ccccc2)cc1	0%
COc1ccc(Oc2nc(-c3cccnc3)nc3ccccc23)cc1	6%[57.5 µM]
O=C(COc1ncnc2cc([N+](=O)[O-])ccc12)NCCc1ccc(Cl)cc1	-2%
S=C(N/N=C/c1ccc(Cl)cc1)N1CCOCC1	1%
C=CCn1c(SCC(=O)NC2CCCCC2)nc2ccccc2c1=O	-6%[57.5 µM]
COc1ccc(C(=O)NCCCOc2cccc(NC(C)=O)c2)cc1	5%[57.5 µM]

In the list so far, these have fluorine:
SMILES	ERK EGF inh
CCN(CC)CCCNC(=O)CSc1nc(-c2cccs2)cc(C(F)(F)F)n1	2%
CCn1c2ccc(F)cc2c2nnc(NN)nc21	3%

An excerpt of these results, with bars between the fields.
structure | ERK EGF inh
COC(C(=O)Nc1ccc(S(=O)(=O)Nc2ccc(C)c(C)c2)cc1)c1ccccc1 (centres undefined) | 2%
NC(=O)C1(N2CCCCC2)CCN(Cc2ccc(Br)cc2)CC1 | -5%[57.5 µM]
COc1ccc(OC)c(-n2c(SCC(=O)N3CCc4ccccc43)nc3c(c2=O)SCC3)c1 | 2%
O=C(O)CN(CCN(CC(=O)O)CC(=O)O)CC(=O)O | 15%

Additional records
SMILES	ERK EGF inh
CN1/C(=C\C=O)C(C)(C)c2ccccc21	3%
CC1CCN(C(=O)CSc2nnc(Cc3cc(=O)[nH]c(=O)[nH]3)n2-c2ccc(Cl)cc2)CC1	10%
O=C(NNC(=O)c1cccc([N+](=O)[O-])c1)c1ccncc1	-10%
C=C(C)C1CC=C(C)/C(=N/NC(=O)COc2ccc(Cl)cc2)C1 (centres undefined)	1%
Cc1c(C)c(C)c2[nH]c(=S)[nH]c2c1C	5%[57.5 µM]
O=C(CN1C(=O)c2ccccc2S1(=O)=O)Nc1ccccc1C(=O)NCc1ccco1	10%
COC(=O)c1c(NC(=O)CN2CCC3(O)CCCCC3C2c2cc(OC)ccc2OC)sc(C)c1C (centres undefined)	3%
O=C(c1cccc(S(=O)(=O)N2CCc3ccccc3C2)c1)N1CCN(c2ccc(O)cc2)CC1	-2%
Cn1c(NNC(=O)c2cccc3ccccc23)cc(=O)n(C)c1=O	-26%[57.5 µM]
COC(=O)c1c(N2C(=O)CC(Sc3ccccc3C(=O)O)C2=O)sc(C)c1C (centres undefined)	12%
Cc1cccc(NC(=O)CN2C(=O)N/C(=C/c3cc(C)n(-c4cccnc4)c3C)C2=O)c1	2%
NC(=O)CC(NC(=O)Cc1cccc2ccccc12)c1ccc(NCc2ccccc2)c([N+](=O)[O-])c1 (centres undefined)	-9%[57.5 µM]
CN(c1ccccc1)S(=O)(=O)c1ccc(Cl)c(C(=O)NC2=NCCS2)c1	0%
Cn1c(=O)c2c(nc(CN3CCc4ccccc4C3)n2Cc2ccc(Cl)cc2)n(C)c1=O	-16%
Cc1ccc(C)c(S(=O)(=O)N/N=C/c2ccc(F)cc2)c1	-3%
COc1ccccc1CN1CCNC(=O)C1CC(=O)N(C)Cc1ccon1 (centres undefined)	10%
COc1ccc(OCC(=O)N/N=C2\CCCCc3ccccc32)cc1	-6%
COC(=O)c1ccc(C23CC4(C2)[C@H](CN(C)[C@@H]4c2ccccc2)C3c2ccccc2)cc1 (some centres undefined)	?
Cc1cc(Sc2nnc(/N=C/N(C)C)s2)c2ccccc2n1	-4%[57.5 µM]
O=C(c1ccccc1Cl)N(Cc1ccc(Br)cc1)N1C(=O)CCC1=O	0%
Fc1ccc(-c2nnc3ccc(N4CCCC4)nn23)cc1	-3%
CSCCC(NC(=O)c1ccccc1)C(=O)Nc1ccc(NC(C)=O)cc1 (centres undefined)	1%
FC(F)(F)c1cccc(NC(=S)Nc2ccc(Cl)c(Cl)c2)c1	10%[57.5 µM]
CCN(CC)CCN1C(=O)C(=O)/C(=C(/O)c2c(C)[nH]c(C(=O)OC)c2C)C1c1cccnc1 (centres undefined)	-10%[57.5 µM]
COc1[nH]c2ccc(F)cc2c1C(=O)OCC1CCN(CCNS(C)(=O)=O)CC1	9%&-7%

Exported field by field: entries from further up
COc1ccccc1CN1CCNC(=O)C1CC(=O)N(C)Cc1ccon1 (centres undefined)
  ERK EGF inh: 10%
COc1ccc(OCC(=O)N/N=C2\CCCCc3ccccc32)cc1
  ERK EGF inh: -6%
COC(=O)c1ccc(C23CC4(C2)[C@H](CN(C)[C@@H]4c2ccccc2)C3c2ccccc2)cc1 (some centres undefined)
  ERK EGF inh: ?
Cc1cc(Sc2nnc(/N=C/N(C)C)s2)c2ccccc2n1
  ERK EGF inh: -4%[57.5 µM]

(listing goes on)
SMILES	ERK EGF inh
COc1ccc(-c2ccc(C(C)=O)cc2)cc1[C@H]1[C@H]2C=CC[C@@H](C)[C@@H]2C(=O)N1Cc1ccccc1	-3%[57.5 µM]
COc1cccc(NC(=O)c2ncc(Cl)c(Cl)c2Cl)c1	-4%
Cc1cc2ncc(Cl)nc2cc1C	7%
N/C(=N\OC(=O)c1ccc(Cl)cc1)c1[nH]ncc1Br	6%[57.5 µM]
COc1ccc(Cn2c(C(C)C)nc3sc4ccccc4c(=O)c3c2=O)cc1	?
CCOC(=O)/C(C#N)=C/C=C1/C=CC=CN1C	-4%[57.5 µM]
CC1(C)CC2CC(C)(CN2S(=O)(=O)c2ccc(C(=O)Nc3ccc(S(=O)(=O)N4CCOCC4)cc3)cc2)C1 (centres undefined)	2%
CCCCCNC(=O)c1ccc2c(=O)n(CCCN3CCCC3=O)c(=S)[nH]c2c1	4%
CC1(C)N=C(N)N=C(N)N1c1ccc(OCCCOc2ccccc2)c(Cl)c1	2%[57.5 µM]
COc1ccc(/C=C(\C#N)C(=O)Nc2cc(C)c(Cl)cc2OC)cc1O	-14%[57.5 µM]
COC(=O)c1sc(-c2ccccc2)cc1NC(=O)c1cc(OC)cc(OC)c1	0%
COc1cc(OC)cc(C(=O)N/N=C2/SCC(=O)N2Cc2ccco2)c1	-7%[57.5 µM]
CCN(CC)S(=O)(=O)c1ccc(C(=O)N(c2ccc(C)cc2)C2C=CS(=O)(=O)C2)cc1 (centres undefined)	?
O=C(CCS(=O)(=O)c1ccccc1Cl)NCc1ccc(F)cc1	24%[57.5 µM]
Cc1ccc(SCc2cc(=O)c3c(=O)n(-c4ccccc4)[nH]c3[nH]2)cc1	0%
O=C(Nc1ccc(Cl)cc1Cl)N1CCN(c2ncccn2)CC1	1%
Cc1csc(NC(=O)CSc2ccc(-c3ccccn3)nn2)n1	-4%
S=C(Nc1ccc(Cl)cc1)N1CCN(Cc2ccccc2)CC1	2%
CCn1cc(/C=N/NC(=O)COc2cccc3cccnc23)c2ccccc21	0%
CCC(=O)Nc1nc(-c2ccccc2)ns1	-5%
CC1(C)S[C@@H]2[C@H](NC(=O)[C@H](N)c3ccc(O)cc3)C(=O)N2[C@H]1C(=O)O	4%
CCOC(=O)c1c(O)cc(C)[nH]c1=O	-14%&4%[57.5 µM]
Cc1ccccc1N=Nc1c(C)[nH]n(C(N)=S)c1=O	-1%
COc1cc2ccc(=O)oc2c(O)c1O	-8%&0%
COc1ccc(C(=O)N[C@H](C(=O)OCc2cc(=O)oc3cc(C)ccc23)C(C)C)cc1	2%
SMILES	ERK EGF inh
O=C(O)CN1CCN(Cc2ccccc2)C1=O	0%[57.5 µM]
O=C(c1ccc(F)cc1F)N1CCCN(c2nc(-c3ccccc3)ns2)CC1	-1%[57.5 µM]
CC(C)c1nc2sc3c(c2c(=O)n1N)CC(C)(C)OC3	-3%
CCc1nnc(NS(=O)(=O)c2ccc(NC(=O)/C=C/c3ccc(OC)cc3OC)cc2)s1	-1%
Cc1ccc(/C=C/C(=O)NCCCc2ccccc2)cc1	4%
N=C1c2ccccc2CN1c1ccc(N2CCOCC2)c(S(=O)(=O)Nc2ccc(Cl)cc2)c1	-8%[57.5 µM]
Cc1cccc(-n2c(Cc3ccccc3)nnc2SCc2ccc([N+](=O)[O-])cc2)c1	8%
COc1cc(OC)cc(N2CC(C)(C)C2=O)c1	8%
Cc1ccccc1OCc1nnc(SCC(=O)O)n1Cc1ccccc1	4%
Cc1cccc(-n2c(O)c(C=NCc3ccccn3)c3ccccc3c2=O)c1	5%
Cc1c(Cl)cccc1NC(=S)N(C)CCC#N	-3%
CC(=O)Nc1ccc2nc(NC(=O)COc3ccccc3C)sc2c1	2%
COCCSc1nnc(NC(=O)Cc2cccs2)s1	11%
Cc1ccc(C)c(NC(=O)c2ccc3c(c2)N(Cc2ccc(F)cc2)C(=O)CS3=O)c1 (centres undefined)	11%
Cc1cccc(-c2ncc(CN3CCN(C4CCCC4)C(CCO)C3)cn2)c1 (centres undefined)	-2%
CC(C)c1ccc(Nc2nnc(SCC(=O)Nc3ncc(S(=O)(=O)c4ccc([N+](=O)[O-])cc4)s3)s2)cc1	-2%
COCCn1c(CCC(=O)O)ccc1-c1cccs1	-15%
NC(=O)C1(N2CCCCC2)CCN(C2CC(=O)NC2=O)CC1 (centres undefined)	-4%
COc1ccc(C2=NOC(C)(c3nnc(-c4ccc(F)cc4)o3)C2)cc1 (centres undefined)	-10%[57.5 µM]
Cc1ccc(Cl)cc1NC(=O)Nc1cccs1	0%
CC1CC2=C(NC(=S)NC2c2ccccc2F)/C(=C/c2ccccc2F)C1 (centres undefined)	-7%
COc1ccc(/C=C(\NC(=O)c2cccs2)C(=O)Nc2ccccc2C)cc1OC	-3%
CN(C)CCNC(=O)c1sc2cccc(F)c2c1Cl	7%
Cc1ccc(C)c2c(SC(C)C(=O)NCc3ccco3)nc(-c3ccccc3)nc12 (centres undefined)	3%
COC(=O)C1CCCN1C(C(=O)NC1CCCCC1)c1ccc(Cl)cc1 (centres undefined)	-1%
SMILES	ERK EGF inh
N/C(=N\c1nc2c(c(=O)[nH]1)CCC2)Nc1ccccc1	1%
Cc1ccc(C)c(NC(=O)CCC(=O)N/N=C2/CC(=O)CC(C)(C)C2)c1	-2%
COc1ccc(-c2nnnn2-c2ccccc2OC)cc1	-10%
CCc1ccc(NC(=O)c2ccc(Cn3cc([N+](=O)[O-])cn3)cc2)cc1	-2%
Cc1ccc(N=Cc2c(O)n(-c3nccs3)c(=O)c3ccccc23)cc1	5%
O=c1oc2ccccc2c(NCCc2ccccc2)c1[N+](=O)[O-]	2%
O=S(=O)(c1ccccc1)N1CCCC1c1cccs1 (centres undefined)	6%[57.5 µM]
Cc1cccc(OCC(=O)N/N=C/c2sc(=O)n(Cc3cccc(C(=O)O)c3)c2Cl)c1	-12%[57.5 µM]
COC(=O)N/N=C\c1cc(Br)ccc1OCc1ccccc1	-17%
Cn1ncc(Br)c1C(=O)NC(=S)N1CCN(c2ccccn2)CC1	-2%
Cc1cc(OCc2nc(-c3ccncc3)no2)cc(C)c1Cl	-1%
CC1(C)CC2CC(C)(CN2C(=O)Cc2ccccc2)C1 (centres undefined)	2%
Fc1ccccc1Nc1nc(-c2ccncc2)nc2ccccc12	7%
O=C(NNc1c(Cl)cc(Cl)cc1Cl)c1cccc([N+](=O)[O-])c1	2%
O=C(NNC(=S)NC(=O)c1ccccc1[N+](=O)[O-])c1ccc(Cl)cc1Cl	-13%
Brc1ccc2nc(N3CCCC3)sc2c1	-1%
COC(=O)c1ccc(CSc2ccc3nnc(-c4ccc(OC)cc4)n3n2)o1	4%
CCN(CC)CCCNC(=O)CSc1nc2c(c(C(F)(F)F)n1)CCc1ccccc1-2	-3%
O=C(Nc1cccnc1)c1sc(Nc2ccccc2F)nc1-c1ccccc1	2%[57.5 µM]
CSc1nnnn1-c1c(C)cccc1C	-9%[57.5 µM]
Cn1cccc1CC(=O)N/N=C/c1cccc([N+](=O)[O-])c1	-1%
COc1ccc([N+](=O)[O-])cc1NCc1ccco1	1%[57.5 µM]
Cc1ccc(S(=O)(=O)N(CC(=O)N=Nc2c(O)[nH]c3ccccc23)c2ccc(C)c(C)c2)cc1	1%
CC(C)NC(=O)C1CCN(C2CCN(Cc3nc(C(C)C)cs3)CC2)CC1	-2%
COc1ccc(N2CCN(C(=O)c3cccn4c(=O)c5ccccc5nc34)CC2)cc1	-3%
COC(=O)c1cccc(C23CC4(C2)[C@H](CN(Cc2cccnc2)[C@@H]4c2ccccc2)C3c2ccccc2)c1 (some centres undefined)	?
CCC(C)NC(=O)CN1C(=O)C(CC)Sc2ccccc21 (centres undefined)	6%
